TWEAK Fn14 block: blocks TWEAK-Fn14 interaction in a reporter cell assay; TWEAK-stimulated Fn14 reporter cells, luciferase luminescence, 8 h; inhibition, % at 10 µM; 2% of 360,000 active; AID 1159606; in the data active means inhibition above about 50%
LMP1 NFkB inh: reduces LMP1-driven NF-kappaB luciferase signal. LMP1-induced NF-kappaB luciferase reporter cells, luminescence. inhibition, % at 12.5 µM. 0.69% of 350,000 active. AID 504558; in the data active means inhibition above about 41%;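 further: 0% = neutral control wells and 100% = reference inhibitor control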
TRAIL sens C8: caspase-8 TRAIL sensitization | NB7+C8 cells + TRAIL, ATPlite viability luminescence | inhibition (viability loss, TRAIL sensitization), % at 10 µM | 1% of 360,000 active | AID 624354;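 active means compounds causing at least 50% loss of cell viability in the single-dose screen, relative to plate controls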
KKLEB tox: reduces viability of KKLEB cystic fibrosis airway cells. 0.36% of 360,000 active. AID 602141. KKLEB CF airway cells viability, ATPlite luminescence, overnight; active compounds read low; cells stimulated with P. aeruginosa culture filtrate. activity change (cytotoxicity), % at 5 µM;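 active means corrected activity change at or below -50% at 5 µM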
NR2F2 inh: inhibitors of human COUP-TFII (NR2F2); P24468; HEK293T NGFI-A luciferase reporter, luminescence; inhibition, % at 8.6 µM; 0.7% of 370,000 active; AID 686940;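 active means inhibition above a per-plate cutoff, mean inhibition of test wells between control levels plus 3 SD, cut at about 38% in these data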;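 further: cells cotransfected with COUP-TFII expression vector driving the NGFI-A reporter; 0% = median of COUP-TF2 test wells and 100% = reporter-only cells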
Target sequence (P24468 whole entry, looked up): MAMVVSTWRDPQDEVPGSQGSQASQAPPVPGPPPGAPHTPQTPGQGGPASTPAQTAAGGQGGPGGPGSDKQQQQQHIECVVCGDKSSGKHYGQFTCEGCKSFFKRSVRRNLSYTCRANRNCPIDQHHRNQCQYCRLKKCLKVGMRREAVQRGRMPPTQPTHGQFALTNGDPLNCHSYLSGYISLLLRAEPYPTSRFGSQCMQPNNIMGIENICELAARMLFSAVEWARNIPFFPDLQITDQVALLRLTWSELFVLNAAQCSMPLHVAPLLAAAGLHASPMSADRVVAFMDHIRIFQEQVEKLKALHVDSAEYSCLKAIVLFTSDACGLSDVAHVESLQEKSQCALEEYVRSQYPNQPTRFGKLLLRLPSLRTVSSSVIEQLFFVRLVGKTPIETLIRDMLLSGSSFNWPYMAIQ
CF NFkB inh: inhibitors of cystic fibrosis induced NF-kB; KKLEB NF-kB-GFP reporter, PAF-induced, GFP fluorescence overnight; inhibition, % at 5 µM; 0.86% of 360,000 active; AID 588850;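 active means at least 50% inhibition at 5 µM, scaled per plate between neutral and stimulator controls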;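 further: PAF is a Pseudomonas aeruginosa culture filtrate used as stimulus; plate controls were PAF-stimulated DMSO wells for no effect and unstimulated DMSO wells for full effect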
Shn3 inh set2: reduces Shn3 3'UTR luciferase signal in osteoblasts | Clone20 osteoblast Shn3 3'UTR firefly luciferase, 24 h | inhibition, % at 12.5 µM | 0.52% of 360,000 active;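 active means mean inhibition of at least 75% with every replicate also reaching 75%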;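 further: 0% = median of neutral control wells and 100% = pilot-screen positive control compound; some compounds past the cut are filed as inactive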
TROY NFkB inh: inhibitors of TROY-dependent NF-kB signaling. Q293 LMP1-TROYcd NF-kB luciferase reporter, 4 h. 0.98% of 360,000 active. inhibition, % at 10 µM;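 active means compounds whose plate-normalised and pattern-corrected inhibition of the luciferase reporter signal at the single screening dose is 50% or more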
NR5A2 inv ag: suppresses constitutive activity of human LRH-1. O00482. HEK293T StAR-luciferase reporter, LRH-1 transfected, 24 h. inhibition, % at 3.6 µM. 0.13% of 360,000 active. AID 602396;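 active means inhibition above the mean inhibition of all tested compounds plus 3 SD, cut at about 73% in these data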;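 further: 0% = DMSO wells and 100% = reporter-only cells lacking LRH-1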
Target sequence (O00482 whole entry, looked up): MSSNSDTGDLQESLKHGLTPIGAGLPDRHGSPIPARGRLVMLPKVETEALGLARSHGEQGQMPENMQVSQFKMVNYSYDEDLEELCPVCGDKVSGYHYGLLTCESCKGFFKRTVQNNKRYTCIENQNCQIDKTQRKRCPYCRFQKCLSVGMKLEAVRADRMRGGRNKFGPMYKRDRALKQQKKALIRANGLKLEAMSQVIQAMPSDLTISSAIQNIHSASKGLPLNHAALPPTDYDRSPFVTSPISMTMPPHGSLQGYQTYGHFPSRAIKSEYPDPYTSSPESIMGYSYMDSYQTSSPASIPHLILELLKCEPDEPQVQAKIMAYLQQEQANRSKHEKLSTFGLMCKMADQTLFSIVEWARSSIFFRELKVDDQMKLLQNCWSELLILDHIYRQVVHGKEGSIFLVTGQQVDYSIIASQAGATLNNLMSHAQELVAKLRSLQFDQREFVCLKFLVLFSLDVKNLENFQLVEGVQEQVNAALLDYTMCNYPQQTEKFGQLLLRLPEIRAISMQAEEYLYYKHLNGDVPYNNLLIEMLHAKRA
NCOA1 inh: inhibitors of human steroid receptor coactivator 1 (SRC1) | Q15788 | HEK293 GAL4-SRC1 luciferase reporter, luminescence | inhibition, % at 3.6 µM | 0.12% of 360,000 active | AID 588354;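 active means inhibition above the campaign mean plus 3 SD, with each screening campaign given its own cutoff, cut at about 60% in these data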;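 further: 0% = DMSO treated cells and 100% = gossypol at 36 µM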
SRC3 inh: inhibits human SRC3 coactivator | Q9Y6Q9 | HEK293 GAL4-SRC3 luciferase reporter, luminescence | inhibition, % at 3.6 µM | 0.17% of 360,000 active;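 active means inhibition above a per-campaign cutoff, the mean of all compounds plus 3 SD, cut at about 60% in these data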;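 further: 0% = DMSO-treated cells and 100% = gossypol-treated cells at 36 µM; higher means less SRC3-driven luciferase light from the GAL4 reporter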
* hit, by the source's call; . = not tested or not shown.

Second line of a record – TWEAK Fn14 block | LMP1 NFkB inh | TRAIL sens C8 | KKLEB tox | NR2F2 inh | CF NFkB inh | Shn3 inh set2 | TROY NFkB inh | NR5A2 inv ag | NCOA1 inh | SRC3 inh
> COC(=O)C(NC(=O)c1ccc(C)cc1)(Nc1cccc(C)n1)C(F)(F)F (stereo unspecified)
  0 | 4 | -9 | 5 | 7 | 16 | 1 | 7 | 3 | -23 | 9
> CCc1cc2c(COC(=O)c3c(C)noc3C)cc(=O)oc2cc1O
  6 | 3 | -6 | -1 | -15 | -6 | . | -1 | 4 | 8 | 1
> COc1ccc(-c2cc(C(=O)N/N=C/c3ccc(OC)c(COCC(F)(F)C(F)F)c3)c3ccccc3n2)c(OC)c1
  -11 | -15 | 7 | 6 | -11 | 7 | 15 | -12 | 39 | -5 | 1
> Cc1ccc2c(c1)C(=O)N1[C@H]3c4cc(C)ccc4OC[C@@H]3[C@H](c3ccccc3)[C@]1(C)C(=O)N2
  0 | 24 | 35 | -6 | 2 | 26 | 45 | 11 | 15 | 14 | 6
> CCn1c(NCc2cc(OC)ccc2OC)nc2ccccc21
  -7 | -6 | 14 | -10 | -16 | -8 | -16 | -55 | 0 | -10 | 3
> O=C(CSc1nnc(-c2ccc(S(=O)(=O)N3CCCC3)cc2)o1)NCc1ccccc1
  -17 | 0 | 17 | 8 | -8 | -3 | -12 | -17 | -7 | -15 | 7
> CCSc1nnc(-c2ccc(Cl)cc2)c2ccccc12
  10 | 9 | 4 | -39 | 13 | 29 | 11 | -8 | 3 | -5 | -6
> COCCCNc1oc(COc2ccc(Cl)cc2Cl)nc1C#N
  -12 | 1 | 10 | -2 | -7 | 6 | -1 | 7 | 3 | 8 | -3
> O=C1CSC(c2ccccn2)N1c1cccc(Cl)c1 (stereo unspecified)
  -20 | 2 | 4 | -1 | -14 | -4 | -6 | -7 | -34 | 7 | 0
> O=C1C2C3CC(C(Br)C3Br)C2C(=O)N1c1nccs1 (stereo unspecified)
  2 | . | -4 | -5 | 7 | -1 | -7 | -5 | -1 | 1 | 1
> CCn1nc(NC(=O)c2ccco2)c2cc3ccccc3nc21
  17 | -3 | 3 | -7 | -17 | -1 | -9 | -8 | 23 | -6 | 14
> CCOc1ccc(Oc2ccc(NC(=O)[C@@H](NC(N)=O)[C@@H](C)CC)cc2)cc1
  -8 | -3 | -1 | -7 | 21 | 6 | 13 | 1 | 6 | 9 | 12
> O=C1NC(c2ccccc2)=C(c2nc3ccccc3s2)C(c2ccc(O)cc2)N1 (stereo unspecified)
  -4 | -18 | 4 | -13 | . | -8 | 7 | 14 | 34 | -6 | 12
> CSc1nnc(-c2ccc(S(=O)(=O)N3CCOCC3)cc2)n1C
  7 | 2 | 7 | 2 | 3 | -2 | -10 | -18 | 8 | -38 | 20
> O=C(CCN1CCN(c2ccccc2)CC1)NNC(=S)Nc1ccccc1
  -5 | -41 | 1 | 4 | -2 | -4 | -9 | -3 | 4 | 8 | 13
> O=S(=O)(Nc1ccc(F)cc1)N1CCOCC1
  17 | 2 | -29 | 13 | 13 | -5 | 14 | -17 | 8 | 9 | -10
> O=C(NCCc1c[nH]c2ccccc12)C1CCC(Cn2c(=S)[nH]c3ccccc3c2=O)CC1 (stereo unspecified)
  62* | 2 | 1 | -5 | 25 | -1 | 52 | 29 | 10 | -18 | 12
> COc1ccc(NC(=O)N(C)C[C@H]2Oc3ccc(NC(=O)C4CCCCC4)cc3C(=O)N([C@H](C)CO)C[C@@H]2C)cc1
  -27 | 1 | -6 | -11 | -2 | 14 | 3 | -19 | 18 | -17 | -6
> CCn1c(N)c(C(=O)NCc2cccnc2)sc1=S
  1 | 8 | -13 | 5 | -8 | 0 | -3 | 11 | -18 | 4 | -7
> Cc1ccnc(SCC(=O)c2cc3ccccc3o2)n1
  -8 | -4 | -20 | 0 | -1 | -10 | 1 | -27 | -21 | -1 | -14

Nine compounds already listed, arranged by formula weight, rising.
Second line of a record – TWEAK Fn14 block | LMP1 NFkB inh | TRAIL sens C8 | KKLEB tox | NR2F2 inh | CF NFkB inh | Shn3 inh set2 | TROY NFkB inh | NR5A2 inv ag | NCOA1 inh | SRC3 inh
> O=S(=O)(Nc1ccc(F)cc1)N1CCOCC1
  17 | 2 | -29 | 13 | 13 | -5 | 14 | -17 | 8 | 9 | -10
> O=C1CSC(c2ccccn2)N1c1cccc(Cl)c1 (stereo unspecified)
  -20 | 2 | 4 | -1 | -14 | -4 | -6 | -7 | -34 | 7 | 0
> CCn1c(NCc2cc(OC)ccc2OC)nc2ccccc21
  -7 | -6 | 14 | -10 | -16 | -8 | -16 | -55 | 0 | -10 | 3
> O=C(CCN1CCN(c2ccccc2)CC1)NNC(=S)Nc1ccccc1
  -5 | -41 | 1 | 4 | -2 | -4 | -9 | -3 | 4 | 8 | 13
> CCOc1ccc(Oc2ccc(NC(=O)[C@@H](NC(N)=O)[C@@H](C)CC)cc2)cc1
  -8 | -3 | -1 | -7 | 21 | 6 | 13 | 1 | 6 | 9 | 12
> O=C1NC(c2ccccc2)=C(c2nc3ccccc3s2)C(c2ccc(O)cc2)N1 (stereo unspecified)
  -4 | -18 | 4 | -13 | . | -8 | 7 | 14 | 34 | -6 | 12
> O=C(NCCc1c[nH]c2ccccc12)C1CCC(Cn2c(=S)[nH]c3ccccc3c2=O)CC1 (stereo unspecified)
  62* | 2 | 1 | -5 | 25 | -1 | 52 | 29 | 10 | -18 | 12
> COc1ccc(NC(=O)N(C)C[C@H]2Oc3ccc(NC(=O)C4CCCCC4)cc3C(=O)N([C@H](C)CO)C[C@@H]2C)cc1
  -27 | 1 | -6 | -11 | -2 | 14 | 3 | -19 | 18 | -17 | -6
> COc1ccc(-c2cc(C(=O)N/N=C/c3ccc(OC)c(COCC(F)(F)C(F)F)c3)c3ccccc3n2)c(OC)c1
  -11 | -15 | 7 | 6 | -11 | 7 | 15 | -12 | 39 | -5 | 1

Next section:
Second line of a record – TWEAK Fn14 block | LMP1 NFkB inh | TRAIL sens C8 | KKLEB tox | NR2F2 inh | CF NFkB inh | Shn3 inh set2 | TROY NFkB inh | NR5A2 inv ag | NCOA1 inh | SRC3 inh
> CC(C)N(C)C(=O)CCc1nnc(CCc2c[nH]c3ccccc23)o1
  -17 | -19 | -6 | 14 | 5 | -7 | -3 | 2 | 18 | -17 | -2
> O=C(c1cc(Cl)nc2ccccc12)N1CCc2ccccc2C1
  -5 | -1 | 0 | 12 | 24 | -14 | 6 | 12 | 20 | 5 | 4
> Cc1nc(SCC(=O)NCCc2ccc(Cl)cc2)nc(C)c1C
  8 | -18 | -2 | 3 | -7 | 4 | -14 | 2 | -14 | 14 | 15
> CCOc1ccccc1NC(=O)C(C)CC (stereo unspecified)
  1 | 3 | 2 | 1 | 19 | -10 | 10 | -1 | 7 | -5 | -1
> C=Cn1cc[n+](CC(=O)c2ccc(OC)c(OC)c2)c1
  14 | 2 | -10 | -2 | -6 | -2 | 4 | -27 | 6 | -7 | 9
> O=C(c1ccncc1)N1CCN(c2ccc(F)cc2)CC1
  -1 | -1 | 0 | -4 | 0 | 5 | -14 | -29 | -13 | -8 | -2
> CC1CN(CCCOc2ccc([N+](=O)[O-])cc2)CC(C)O1 (stereo unspecified)
  -15 | -4 | -4 | 8 | 15 | -11 | -2 | 3 | 35 | 4 | 9
> CN(Cc1ccccc1)C(=O)c1ccc(Cl)c([N+](=O)[O-])c1
  0 | -10 | -5 | 3 | -14 | -15 | 4 | -1 | 17 | 12 | 16
> NNc1nc(-c2ccccc2)cs1
  -14 | -34 | -1 | -9 | 1 | -26 | -87 | -32 | -12 | -12 | -10
> O=C(NNc1c2ccccc2nc2ccccc12)c1ccccc1O
  21 | -13 | 0 | -4 | 3 | -142 | 19 | 54* | 22 | -3 | 8
> COc1cccc(-c2ncc3ccccc3c2COC(=O)N(C)C)c1
  -12 | -1 | -7 | -17 | 5 | 9 | 9 | -6 | 3 | -49 | -23
> O=C1c2ccccc2NC(c2ccccc2)N1CCCN1CCOCC1 (stereo unspecified)
  -10 | -3 | -3 | 7 | -12 | -1 | -20 | -5 | 2 | -3 | 22
> COc1ccc(-n2c(C)nc3c(cnn3-c3ccc(C)c(C)c3)c2=O)cc1
  -4 | -13 | 12 | -11 | 2 | 0 | -8 | -32 | -4 | -29 | -75
> COc1ccc(/C=C(/NC(C)=O)C(=O)O)cc1
  -1 | -3 | 3 | 1 | 1 | -7 | 18 | 0 | -20 | 3 | 0
> COC(=O)c1[nH]c2c(c1C(=O)OC)CCc1ccccc1-2
  13 | 2 | -2 | 16 | -26 | -36 | 2 | -38 | 17 | -18 | 5
> COc1ccc(/C(C)=N/NC(=O)CNC(=O)Cc2ccccc2)c(OC)c1
  -9 | -12 | -18 | 10 | -5 | 0 | -9 | 20 | -1 | 7 | 5
> CS(=O)(=O)N1CCc2cc(C(=O)N3CCN(c4cccc(Cl)c4)CC3)ccc21
  5 | 6 | 8 | -1 | 9 | -2 | 10 | -11 | 0 | 2 | 1
> CC(C)NC(=O)C(=O)NCCN1CCN(C(=O)c2ccc(C(C)(C)C)cc2)CC1
  8 | -1 | -10 | 6 | 0 | -26 | -3 | -7 | 8 | -3 | 5
> CC1(CCc2ccccc2)NC(=O)N(CC(=O)Nc2ccc3c(c2)OCCO3)C1=O (stereo unspecified)
  -2 | -6 | 20 | 8 | 13 | -9 | 3 | 10 | 14 | -9 | 7
> O=C(NC1CCCCC1)C1(c2ccccc2)CC1(Cl)Cl (stereo unspecified)
  1 | 14 | 1 | 10 | 6 | -20 | -14 | -7 | 19 | 0 | 12
> COc1ccc(NC(=O)CSc2nc3c(c(=O)n2-c2ccc(F)cc2)SCC3)c(OC)c1
  1 | 0 | 1 | 14 | 9 | -4 | 27 | 22 | -14 | -9 | 0
> O=C1CSC(c2ccc(F)c(F)c2)N1c1ccccc1F (stereo unspecified)
  23 | 9 | -8 | 3 | 5 | 0 | -20 | -1 | -13 | -16 | 5
> CC(O)c1cc2c(cc1NC(=O)c1cnn3c1NC(c1ccco1)CC3C(F)(F)F)OCO2 (stereo unspecified)
  3 | -11 | 4 | 1 | -8 | 6 | 8 | 7 | -5 | -1 | 11
> O=C(CN1CCCCC1)Nc1cccc(Oc2ccccc2)c1
  3 | 7 | 3 | -1 | -3 | -10 | 1 | 4 | 12 | 1 | 8
> N#Cc1cc2c(nc1SCc1ccccc1)CCCC2=O
  17 | -5 | 16 | 0 | -1 | 6 | -10 | -2 | -14 | -6 | -3
> CN(C)c1ccc(NC(=O)CN2CCN(c3ccc(F)cc3)CC2)cc1
  -25 | -2 | 4 | -9 | 15 | -6 | 4 | 2 | 6 | 2 | 6
> CCOC(=O)C1=NN(C(=O)c2ccco2)C2(CC2)C1
  35 | -4 | 3 | 12 | 14 | -4 | 9 | -12 | 15 | 8 | 6
> O=C(CSc1ccccc1)NCc1ccco1
  2 | -4 | -2 | 18 | -7 | -4 | -22 | -11 | -26 | -18 | -4

Screening data: PubChem BioAssay, several laboratories

An excerpt. The share of hits here may be higher or lower than overall.
